Bioassay records deposited in PubChem by National Center for Advancing Translational Sciences (NCATS).
KAT2A inh = GCN5L2 (KAT2A) acetyltransferase inhibition; GCN5L2 HAT assay, ThioGlo1 CoA-SH fluorescence; Potency, µM (titrated, usually from 58.9 µM), for inactives: at the highest dose activity change, negative = inhibition, usual class: inhibitors; Q92830; 0.21% of 390,000 active; AID 504327
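Fluorescence readout, Ex340nm/Em540nm: ThioGlo1 (50uM final) reacts with free CoA thiol released as 20nM GCN5L2 acetylates H3(1-25) peptide (75uM) using acetyl-CoA (70uM). Compound and enzyme sat 15 min beforehand; 20 min room-temperature reaction.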
FEN1 inhibitor = blocks human flap endonuclease 1. P39748. Recombinant FEN1 flap cleavage, fluorescence, 15 min. Potency, µM (doses to about 114 µM), for the others: top-dose activity change, negative = inhibition, hits mostly inhibitors. 0.35% of 390,000 active. AID 588795; note: nearly all actives have a fitted effect of over 65% in size
Target sequence (P39748 whole entry, looked up): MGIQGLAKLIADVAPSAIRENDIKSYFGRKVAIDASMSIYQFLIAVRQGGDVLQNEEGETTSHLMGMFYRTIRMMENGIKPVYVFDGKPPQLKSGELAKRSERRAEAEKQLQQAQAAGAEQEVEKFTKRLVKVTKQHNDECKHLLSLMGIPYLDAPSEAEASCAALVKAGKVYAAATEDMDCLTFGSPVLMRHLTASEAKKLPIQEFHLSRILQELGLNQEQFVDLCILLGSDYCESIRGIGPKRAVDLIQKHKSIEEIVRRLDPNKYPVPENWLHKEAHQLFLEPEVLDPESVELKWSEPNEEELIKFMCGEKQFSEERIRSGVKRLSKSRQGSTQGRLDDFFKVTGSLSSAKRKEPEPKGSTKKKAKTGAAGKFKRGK
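Quantitative HTS format: each compound was titrated, incubated with 10 nM nuclease for 15 min at room temperature, then challenged with flap substrate at 50 nM final. Signal change over 15 min gave concentration–effect curves.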
DT40 TDP1 CPT = DT40-hTDP1 cell growth loss with CPT. chicken DT40 Tdp1-/-;hTDP1 cells + 20 nM CPT, ATP luminescence, 48 h. Potency, µM (highest dose often 46.2 µM), inactives show at the top dose activity change, negative = growth inhibition, hits mostly inhibitors. 12% of 420,000 active. AID 686979; note: nearly all actives have a fitted effect of over 55% in size
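Chicken DT40 Tdp1-/- cells complemented with human TDP1, 400 cells/well, exposed to compounds plus 20 nM camptothecin for at least 48 h at 37 C; viability read as ATP content by CellTiter-Glo luminescence.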
* = called active by the depositor; ? = inconclusive; nt = no result given; & = joins results of further samples; [ ] = another dose, or the depositor's remark. Calls come from the whole dose curve; as a rule, active = well fitted curve in the direction sought with a large enough effect; inconclusive = small, poorly fitted or top-dose-only effect, or another doubt; inactive = no such curve, though single readings can be large; an effect the other way counts as inactive or inconclusive. % is set by controls: 0 for no effect and ±100 for the full control effect; potency is the fitted concentration of half-maximal effect. Some of the compounds tested; the hit share may differ from the screen's.

compound | KAT2A inh | FEN1 inhibitor | DT40 TDP1 CPT
CN(C)C(=O)COC(=O)c1ccccc1OCC(=O)Nc1ccc(Br)cc1 | nt | -2.4% | ?
CCC[C@@H](CN1CCC[C@H]1CN1C(N)=NC[C@H]1CC(C)C)N1C[C@@H]([C@H](C)CC)N(CCCC2CCCC2)C1=N | 2.5% | -18.9% | 20.6µM*
CC(c1cccs1)N(Cc1ccco1)C(=O)Nc1ccc(Cl)c(Cl)c1 (stereo not given) | -7.4%[0.501 µM] | -17.5% | ?
COc1cc(N)n(S(=O)(=O)c2ccc(C)cc2)n1 | 2.2% | -12.0% | 20.3%
Cc1ccc(-n2nc(C(=O)N(C)c3ccccc3Cl)c3c4ccccc4n(C)c3c2=O)cc1 | -5.8% | -0.8% | 18.4µM*
CCN(CC)c1ccc(NC(=O)CN2C(=O)CC(C)(C)S(=O)(=O)c3ccccc32)c(C)c1 | -1.2% | 6.5% | 14.6µM*
O=C(Cc1ccccc1)Nc1ccccc1Sc1ccccc1 | -7.6% | 2.0% | -5.8%
Cc1cc(F)ccc1S(=O)(=O)Nc1ccc2oc3c(c2c1)CC(C)CC3 (stereo not given) | -4.8% | -12.6% | ?

(further entries)
compound | KAT2A inh | FEN1 inhibitor | DT40 TDP1 CPT
Cn1c(SCC(=O)NC2CCCC2)nnc1-c1ccncc1 | -1.4% | 5.0% | -8.7%
CCOc1ccc(C(=O)NCc2cccnc2)cc1 | -4.3% | -4.0% | -2.9%
CN(C)C(C(=O)NC1CCCCC1)c1ccc(Cl)cc1 (stereo not given) | -3.0% | 2.7% | -24.4%
CCOc1ccc(NC(=O)CSc2nnc(Cc3csc(C)n3)o2)cc1 | -1.7% | -8.3% | -0.6%
COc1cc(/C=C2\SC(=S)N(C(Cc3ccccc3)C(=O)O)C2=O)ccc1O (stereo not given) | -3.5% | ? | -8.9%
OC1(c2ccc(OC(F)F)cc2)CSC(=Nc2cccnc2)N1C1CC1 (stereo not given) | -15.3% | -6.2% | 20.6µM*
CCOC(=O)N1CCc2c(sc3c2c(=O)n(Cc2ccccc2)c(=O)n3Cc2cc(C)ccc2C)C1 | -2.9% | -1.8% | -1.0%
COc1ccc(/C=C2\SC(=O)N(CCNC(=O)C3CCN(S(=O)(=O)c4cccs4)CC3)C2=O)cc1 | 3.4% | 4.3% | ?

(list continues)
compound | KAT2A inh | FEN1 inhibitor | DT40 TDP1 CPT
CCOC(=O)N1CCN(Cc2nc(-c3cccc(C)c3)no2)CC1 | 2.2% | 0.4% | ?
S=c1[nH]nc(-c2ccc(Cl)cc2Cl)n1-c1ccc(Cl)cc1 | 1.3% | -0.4% | 29.0%
COc1ccc(C(=O)OCC(=O)Nc2ccc3[nH]c(=O)[nH]c3c2)cc1 | -6.0% | 10.9% | -3.9%
COc1ccc(-c2cnn3c4c(c(C)nc23)CCN4C2CCCC2)cc1OC | -5.3% | -11.2% | -29.5%
O=C(c1ccc(-n2cncn2)c([N+](=O)[O-])c1)N1CCN(S(=O)(=O)c2ccccc2F)CC1 | 1.3% | 7.3% | -13.1%
COc1ccc(CNC(=O)c2cc(Nc3ccc(OC)cc3OC)nc3ccccc23)cc1 | -12.3% | -25.1% | ?
CC(=O)c1ccccc1NC(=O)COC(=O)CN1C(=O)C2CCCCC2C1=O (stereo not given) | -0.3% | 22.2% | 0.1%
C#CCOc1ccc(/C=C2/C(=O)ON=C2C)cc1OCC | 0.7% | 7.6% | ?

Following part:
compound | KAT2A inh | FEN1 inhibitor | DT40 TDP1 CPT
Cc1ccccc1NC(=S)NC(C)C(c1ccccc1)N1CCN(C)CC1 (stereo not given) | -2.9% | -6.8% | 6.3%
Cc1ccc(Cc2nc3ccccc3nc2SCC(=O)N2CCCCC2C)cc1 (stereo not given) | -1.8% | -2.0% | 14.6µM*
CC(=O)Nc1ccc(S(=O)(=O)N2CCN(C(=O)c3ncoc3-c3ccccc3C)CC2)cc1 | -7.1% | 1.0% | ?
Oc1ccc(C(=S)N2CCCCC2)cc1 | 1.0%[0.501 µM] | 1.1% | -10.5%
CCC12CN3CC(CC)(CN(C1)C3c1c[nH]c3ccccc13)C2=O (stereo not given) | 0.7% | -15.5% | -84.7%
Cc1c(C(=O)N2CCCCC2CCN2CCCC2=O)oc2c(F)cccc12 (stereo not given) | -14.1% | -7.1% | ?
CC1CN(Cc2ccccc2)c2nc3c(c(=O)n(C)c(=O)n3C)n2C1 (stereo not given) | -3.0% | -2.0% | ?
CCOc1ccc(-c2nc(CSCC(=O)N3CCN(c4ccc(F)cc4)CC3)c(C)o2)cc1 | 1.7% | 3.6% | -17.9%

More records follow.
compound | KAT2A inh | FEN1 inhibitor | DT40 TDP1 CPT
COc1cccc(S(=O)(=O)Nc2ccc3sc(C)nc3c2)c1 | -1.3%[0.501 µM] | -0.5% | ?
COc1ccc(OC)c(S(=O)(=O)NCc2csc(-c3ccccc3)n2)c1 | -19.9% | 2.1% | ?
Cc1cc(C)c(C#N)c(SCc2ccc(C(=O)O)cc2)n1 | ? | 4.3% | -1.8%
CCCC1COC(Cn2cncn2)(c2ccc(C)cc2)O1 (stereo not given) | -2.8% | -5.4% | 23.1µM*
COc1ccc(C2CC(c3ccccc3)Nc3nc(NS(C)(=O)=O)nn32)cc1 (stereo not given) | -20.5% | 2.7% | -4.9%
COc1ccccc1NC(=O)C(C)OC(=O)COc1cccc2c1OC(C)(C)C2 (stereo not given) | 3.6% | 0.7% | -8.5%
COc1ccc(NC(=O)c2sccc2SCc2cccc(C(F)(F)F)c2)cc1 | -5.9% | -21.4% | ?
CCCCOc1ccc(CCC(=O)N/N=C/c2ccco2)cc1 | -0.8% | -11.9% | -19.0%

Next entries
compound | KAT2A inh | FEN1 inhibitor | DT40 TDP1 CPT
CCCCSCCCNC(=O)Nc1ccc(C)c(C)c1 | -16.5% | -7.4% | -6.6%
COc1ccc(C(CNC(=O)c2oc3cc(Br)ccc3c2C)N2CCCCC2)cc1 (stereo not given) | -5.1%&4.6% | -12.5%&-7.7% | 16.4µM*
COc1ccccc1CNC(=O)CN1C(=O)NC(c2ccccc2)(c2ccccc2)C1=O | 1.5% | 3.8% | -15.2%
COc1cc(O)c(C(CC(=O)N2CCOCC2)c2ccc3c(c2)OCO3)c(OC)c1 (stereo not given) | -7.1% | 10.4%&-5.5% | -15.1%
CC(=O)N1CCCc2cc(S(=O)(=O)N3CCCC(C(=O)Nc4cc(Cl)ccc4C)C3)ccc21 (stereo not given) | -7.3% | 6.7% | ?
COC(=O)c1ccc(COc2ccccc2/C=C(\C#N)C(=O)Nc2ccccc2C)cc1 | 0.6% | 3.8% | 6.2%
CC(C)(CNc1ccc([N+](=O)[O-])cc1Cl)N1CCOCC1 | -3.4% | 5.7% | -22.0%
COc1ccc(C)cc1NC(=O)Nc1cnccn1 | -0.7% | 11.9% | 5.7%

Rewritten with each value named: 2 of the compounds above
> COc1ccc(C(CNC(=O)c2oc3cc(Br)ccc3c2C)N2CCCCC2)cc1 (stereo not given)
  KAT2A inh = -5.1%&4.6%
  FEN1 inhibitor = -12.5%&-7.7%
  DT40 TDP1 CPT = 16.4µM*

> CC(=O)N1CCCc2cc(S(=O)(=O)N3CCCC(C(=O)Nc4cc(Cl)ccc4C)C3)ccc21 (stereo not given)
  KAT2A inh = -7.3%
  FEN1 inhibitor = 6.7%
  DT40 TDP1 CPT = ?

The list goes on.
compound | KAT2A inh | FEN1 inhibitor | DT40 TDP1 CPT
CCOc1ccccc1N1C(=O)CC(Sc2n[nH]c(-c3ccccc3)n2)C1=O (stereo not given) | -20.6% | 9.2% | 0.651µM*
CC1=CC2=NC(=O)/C(=C\c3cccn3CCOc3ccc(C)c(C)c3)C(=N)N2O1 | -8.5% | -13.9% | ?
Cc1ccccc1C(=O)Nc1c2c(nc3ccccc13)CCCC2 | 39.1%[activator] | 11.3% | 11.5%
COc1cc(C(=O)NCCOc2ccccc2)c(Br)c(OC)c1OC | -5.7% | 3.4% | -19.3%
COC(=O)c1ccc(CNC(=O)CNC(=O)c2sc3ccccc3c2Cl)cc1 | 3.1% | -0.5% | -13.5%
CC(C)NC(=O)CSc1nnc(-c2ccc(S(=O)(=O)N3CCCC3)cc2)n1CC1CCCO1 (stereo not given) | -6.7% | 2.6% | -8.5%
O=C(c1ccc(CS(=O)Cc2ccc(Cl)cc2)o1)N1CCN(c2ccccc2F)CC1 (stereo not given) | -6.0% | -5.5% | ?
OC(c1ccccc1)(c1ccccc1)C1CCN(C(=S)NC2CCCC2)CC1 | -0.6% | -13.0% | ?

Next part
compound | KAT2A inh | FEN1 inhibitor | DT40 TDP1 CPT
COc1ccc(-c2nn(-c3ccccc3)cc2/C=N/O)cc1 | 0.9% | 3.3% | -20.9%
O=C(Nc1ccc2c(c1)OCCO2)C1CC1c1ccccc1 (stereo not given) | -1.5% | -0.3% | -28.8%
CC(=O)Nc1ccc(C2Nc3cc(C)c(C)cc3NC3=C2C(=O)CC(C)(C)C3)cc1 (stereo not given) | -11.3% | -1.8% | -1.6%
C(=C\c1ccccc1)/C=N/Nc1nc(N2CCOCC2)nc(N2CCOCC2)n1 | -4.2% | -2.2% | -11.0%
COCCn1c(SCC(=O)c2ccccc2)nc2cc(C(=O)NC3CCCC3)ccc2c1=O | -8.8% | 2.0% | -0.8%
O=C(NCc1ccc(F)cc1)N1CCc2ccccc2C1 | -5.9% | -0.3% | -23.6%
CCCCN1C(=O)C(=O)N(CC(=O)Nc2sc(CC)cc2C(=O)OCC)C1=O | 0.3% | -7.2% | 6.8%
CC1CCN(CC(=O)Nc2ccccc2-c2ccccc2)CC1 | -9.8% | -14.2% | 18.4µM*
[O-][n+]1onc2c1CCC1N(O)C(c3ccccc3)CC21O (stereo not given) | -5.4% | -9.2% | 2.6%
O=C(NC1CCC(NC(=O)C(F)(F)C(F)F)CC1)C(F)(F)C(F)F (stereo not given) | -3.7% | 13.5% | -1.9%

Following part.
compound | KAT2A inh | FEN1 inhibitor | DT40 TDP1 CPT
O=C1CNC(=S)N1Cc1ccc(F)cc1 | 25.4% | 18.4% | -9.2%
CN(/C=C/C(=C\C=[N+](C)c1ccccc1)OCCCS(=O)(=O)[O-])c1ccccc1 | -9.5% | -17.9% | 4.8%
CCCCCCNc1ccc(/C=C/c2ccnc3ccccc23)cc1 | nt | -16.8% | 15.8µM*
Cc1cnc(CNc2ccnc(-c3ccccc3CN(C)C)n2)cn1 | -4.0% | nt | 1.1%
COc1ccccc1CN1CC(C(=O)NCc2cc(F)cc(C(F)(F)F)c2)CCC1=O (stereo not given) | -2.3% | 9.7% | -29.5%
O=C(NC1CC2CCCC(C1)N2C(=S)Nc1ccc(Cl)cc1)C1CC1 (stereo not given) | -3.5% | -14.5% | ?
COC(=O)N/N=C/c1cn(Cc2ccc(Cl)cc2Cl)c2ccccc12 | -5.5% | -13.6% | ?
CCOC(=O)c1ccccc1NC(=O)C1COc2ccccc2O1 (stereo not given) | -1.7% | -11.1% | -11.9%
COc1cc(NC(=O)NC2Cc3ccccc3C2)cc(OC)c1 | -5.5% | 3.0% | 2.5%
CCOc1nc2cnccc2n(CC(=O)Nc2c(C)cccc2CC)c1=O | 2.9% | -2.0% | -0.6%

One compound at a time, as listed above:
O=C1CNC(=S)N1Cc1ccc(F)cc1 across the screens: KAT2A inh: 25.4%; FEN1 inhibitor: 18.4%; DT40 TDP1 CPT: -9.2%
CN(/C=C/C(=C\C=[N+](C)c1ccccc1)OCCCS(=O)(=O)[O-])c1ccccc1 across the screens: KAT2A inh: -9.5%; FEN1 inhibitor: -17.9%; DT40 TDP1 CPT: 4.8%
CCCCCCNc1ccc(/C=C/c2ccnc3ccccc23)cc1 across the screens: KAT2A inh: nt; FEN1 inhibitor: -16.8%; DT40 TDP1 CPT: 15.8µM*

Further records:
compound | KAT2A inh | FEN1 inhibitor | DT40 TDP1 CPT
O=C(Cn1ccc2ccccc2c1=O)NCCC(=O)N1CCN(C2CCCCC2)CC1 | 3.2% | -5.1% | -27.5%
Cc1cc(C(F)(F)F)c(C#N)c(SCC(=O)NC(C)(C)C)n1 | 0.2% | 26.1% | -1.4%
CC1(C)CCCC(C)(C)N1CC(O)COCCOc1ccc(Br)cc1 (stereo not given) | -2.1% | -1.5% | ?
O=C(NCC1CCCO1)c1cn(-c2ccccc2)nc1-c1ccc(F)cc1 (stereo not given) | -3.9% | -13.4% | -29.6%
COc1ccccc1Cn1c(=O)c2ccccc2n2c(Sc3ncnc4sccc34)nnc12 | -5.4% | -12.5% | 20.6µM*
COc1ccc(CN(C)C(C)C(=O)Nc2ccc(S(=O)(=O)N3CCCCC3)cc2)c(OC)c1 (stereo not given) | -6.7% | -4.2% | ?
CC(=O)Nc1ccc(S(=O)(=O)N2CCN=C2c2ccccc2)cc1 | 0.9% | 19.5% | -7.8%
Nc1c(C(=O)Nc2ccc(Cl)cc2F)sc2nc(-c3cccs3)ccc12 | -4.2% | 1.5% | ?
